Pax4 gene expression – activators of Pax4 gene expression, primary screen, RT-PCR, mouse alpha TC1 cells, single point (AID 1053180); mouse alpha TC1 cells, Pax4 mRNA qPCR, 6 days; active compounds read high; 100% = Pax4 plasmid added at qPCR; activation, % at 10 µM; 0.2% of 9,600 active;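 active means highest normalized replicate activity of 15 or more, or at least half the replicates reach 15 or more; inactive means neither condition met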;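 further: pax4 Ct normalized to GAPDH with activation seen as lower delta delta Ct; plate controls were plate neutral control wells for no effect and Pax4 plasmid positive control for full effect; each compound tested in two replicate wells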
YAP1 CTGF inhibition – YAP1 pathway inhibitors via CTGF transcript, primary screen, DLD1 colon cancer cells, RT-qPCR, single point (AID 743449); DLD1 CTGF mRNA qPCR, 24 h; active compounds read high; inhibition, % at 12.5 µM; 0.9% of 9,900 active;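 active means mean normalized replicate activity at least 50 and at least half of replicates each reaching 50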;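 further: 0% = neutral control wells and 100% = dasatinib control wells; higher means stronger suppression of CTGF expression like dasatinib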
* = called active by the depositor. The list is partial; count on the stated rates, not on these rows.

The line under a structure holds: Pax4 gene expression | YAP1 CTGF inhibition
> CCCNC(=O)Nc1ccc2c(c1)C(=O)N(C)[C@H]1CC[C@H](CC(=O)Nc3ccc4c(c3)CCCC4)O[C@@H]1CO2
  0.0 | -55
> CCCNC(=O)N1C[C@@H](O)COC[C@H]2O[C@@H](CC(=O)OC)CC[C@@H]21
  0.0 | 1
> COCC(=O)Nc1ccc2c(c1)[C@@H]1C[C@H](CC(=O)N[C@H](C)c3ccccc3)O[C@H](CO)[C@@H]1O2
  0.0 | -5
> C[C@@H]1CN([C@H](C)CO)C(=O)c2ccccc2-c2ccccc2CO[C@@H]1CN(C)S(=O)(=O)Cc1ccccc1
  0.0 | 20
> O=C(C[C@@H]1CC[C@H]2[C@@H](COC[C@H](O)CN2C(=O)c2cnccn2)O1)N1CCN(c2ccccc2)CC1
  0.0 | -29
> N#C[C@H]1[C@H](c2ccccc2-c2ccc(F)cc2)[C@@H](CO)N1C(=O)Cc1cccnc1
  0.0 | -41
> C[C@@H]1CN([C@@H](C)CO)S(=O)(=O)c2ccc(-c3ccncc3)cc2O[C@@H]1CN(C)S(C)(=O)=O
  0.0 | -10
> O=C(C[C@H]1C[C@H]2c3cc(NC(=O)c4cccnc4)ccc3O[C@H]2[C@@H](CO)O1)NCc1cc(F)ccc1F
  0.0 | -12
> O=C([C@H]1[C@H](CO)[C@H]2Cn3c(cccc3=O)[C@H]2N1Cc1cocn1)N1CCC(Cc2ccccc2)CC1
  0.0 | 5
> CN(C)CC(=O)N1[C@@H](C#N)[C@@H](c2ccc(C#CC3CCCCC3)cc2)[C@@H]1CO
  0.0 | -86
> COc1cccc(C(=O)Nc2ccc3c(c2)C(=O)N(C)[C@H]2CC[C@H](CC(=O)N[C@@H](C)c4ccccc4)O[C@H]2CO3)c1
  0.0 | -64

Entries of single compounds, looked up by structure:
CCCNC(=O)N1C[C@@H](O)COC[C@H]2O[C@@H](CC(=O)OC)CC[C@@H]21 is listed as Pax4 gene expression = 0.0; YAP1 CTGF inhibition = 1
CN(C)CC(=O)N1[C@@H](C#N)[C@@H](c2ccc(C#CC3CCCCC3)cc2)[C@@H]1CO is listed as Pax4 gene expression = 0.0; YAP1 CTGF inhibition = -86

Some values from the entries so far.
`N#C[C@H]1[C@H](c2ccccc2-c2ccc(F)cc2)[C@@H](CO)N1C(=O)Cc1cccnc1` @ YAP1 CTGF inhibition: -41
`CCCNC(=O)Nc1ccc2c(c1)C(=O)N(C)[C@H]1CC[C@H](CC(=O)Nc3ccc4c(c3)CCCC4)O[C@@H]1CO2` @ Pax4 gene expression: 0.0
`COc1cccc(C(=O)Nc2ccc3c(c2)C(=O)N(C)[C@H]2CC[C@H](CC(=O)N[C@@H](C)c4ccccc4)O[C@H]2CO3)c1` @ Pax4 gene expression: 0.0
`C[C@@H]1CN([C@H](C)CO)C(=O)c2ccccc2-c2ccccc2CO[C@@H]1CN(C)S(=O)(=O)Cc1ccccc1` @ Pax4 gene expression: 0.0
`O=C(C[C@@H]1CC[C@H]2[C@@H](COC[C@H](O)CN2C(=O)c2cnccn2)O1)N1CCN(c2ccccc2)CC1` @ YAP1 CTGF inhibition: -29
